FEN1 inhibitor = human FEN1 inhibition | P39748 | Recombinant FEN1 flap cleavage, fluorescence, 15 min | Potency, µM (titrated, usually from 114 µM), without a hit: at the highest dose activity change, negative = inhibition, most hits filed as inhibitors | hit rate 0.35% among 390,000 | AID 588795; note: nearly all actives have a fitted effect of over 65% in size
Target sequence (P39748 whole entry, looked up): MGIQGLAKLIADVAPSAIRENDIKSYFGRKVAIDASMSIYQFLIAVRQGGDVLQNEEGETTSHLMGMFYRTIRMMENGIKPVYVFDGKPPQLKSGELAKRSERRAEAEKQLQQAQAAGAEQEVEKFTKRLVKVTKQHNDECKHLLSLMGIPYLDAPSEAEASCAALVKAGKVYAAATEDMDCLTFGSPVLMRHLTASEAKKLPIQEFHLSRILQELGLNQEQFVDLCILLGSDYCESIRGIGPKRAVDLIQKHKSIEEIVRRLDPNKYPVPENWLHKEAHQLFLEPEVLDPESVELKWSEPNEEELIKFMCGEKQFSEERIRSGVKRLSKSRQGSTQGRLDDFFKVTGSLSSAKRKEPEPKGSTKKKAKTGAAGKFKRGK
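FEN1 at 10 nM, compound pretreatment for 15 min (room temperature), 50 nM final substrate to initiate; endpoint reads at 0 and 15 min; DMSO-only plates used as vehicle background.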
N370S GC = N370S glucocerebrosidase modulation, Gaucher chaperone candidate | P04062 | N370S GC spleen homogenate, 4MU-glucoside fluorescence | Potency, µM (highest dose often 59.4 µM), for the others: at the highest dose activity change, negative = inhibition, most hits filed as inhibitors | hit rate 0.092% among 330,000 | AID 2101;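 note: 0% = full enzyme activity and -100% = no enzyme basal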
GCN5L2 inh = blocks human GCN5L2 histone acetyltransferase; hit rate 0.21% among 390,000; Q92830; GCN5L2 HAT assay, ThioGlo1 CoA-SH fluorescence; Potency, µM (doses to about 58.9 µM), inactives show top-dose activity change, negative = inhibition, usual class: inhibitors
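Preincubate 20nM GCN5L2 with compound 15 min, RT → add 50uM ThioGlo1 + 75uM H3(1-25) + 70uM acetyl-CoA → read fluorescence 0 and 20 min. Primary qHTS; fluorescent artifacts likely.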
* marks the source's active call; other numbers are inactive results; ? = inconclusive; · = not tested or not shown; & = joins results of further samples; ! = a repeat was not active; [ ] = remark or other dose. Calls come from the whole dose curve; as a rule, active = well fitted curve in the direction sought with a large enough effect; inconclusive = small, poorly fitted or top-dose-only effect, or another doubt; inactive = no such curve, though single readings can be large; an effect the other way counts as inactive or inconclusive. Unless noted, % is set by controls: 0 for no effect and ±100 for the full control effect; potency is the fitted concentration of half-maximal effect. This is a subset; the hit share may differ from the screen's.

FEN1 inhibitor,N370S GC,GCN5L2 inh,Molecule
-27%,-11%,-14%,CC(C)(C)c1cc(CN2CCCC(O)C2)c(O)c(C(C)(C)C)c1 (stereo not drawn)
2%,3%,-3%,COc1cccc(-c2ccc(SCC(=O)NCCc3ccccc3)nn2)c1
-18%,·,-12%,COc1ccc(-n2c(=O)c3c4c(sc3n(Cc3ccc(C(C)(C)C)cc3)c2=O)CCC4)c(OC)c1
7%,4%,2%,OC(c1nc2ccccc2[nH]1)C(O)C(O)C(O)c1nc2ccccc2[nH]1 (stereo not drawn)
2%,-14%,14%,CCN1CNC(=S)N(CCc2ccccc2)C1
-12%,12%,-1%,O=[N+]([O-])c1ccc(CSc2nc3ccccc3o2)cc1
11%,-14%,-15%,O=C(NC1CCc2ccccc21)C12CN(Cc3ccccc3)CC1C(c1cccc([N+](=O)[O-])c1)=NO2 (stereo not drawn)
-5%,1%,-3%,Cc1ccc(C(=O)O/N=C(\N)Cc2ccc([N+](=O)[O-])cc2)c(Cl)c1
-7%,11%,-8%,COc1ccc(C)cc1NC(=O)c1ccccc1NS(=O)(=O)c1cccc2cccnc12
0%,·,-17%,Cc1ccc2nc(-c3ccncc3)c(Nc3ccc(C(C)C)cc3)n2c1
0%,·,-2%,COc1ccc(-c2noc(CSc3nnc(C)n3-c3cccc(C)c3)n2)cc1
-5%,·,-2%,CCOC(=O)c1c(C)c(C(=O)NCCc2ccc(OC)cc2)c(C)n1C
-2%,·,3%,Cc1ccccc1OCC(=O)Nc1ccc(S(=O)(=O)Nc2ncccn2)cc1
-1%,5%,-3%,Cc1ccc(N(CC(=O)NCC2CCCO2)C(=O)CCC(=O)Nc2cc(C)on2)cc1 (stereo not drawn)
-1%,2%,-3%,O=C(c1ccc(S(=O)(=O)Cc2ccccc2F)c([N+](=O)[O-])c1)N1CCCCCC1
6%,-9%,-1%,CC1CN(C(=O)C2CC2)C(C)CN1C(=O)C1CC1 (stereo not drawn)
-24%,5%,-12%,CC(C)COC(=O)N(C)c1ccc(C(O)(C(F)(F)F)C(F)(F)F)cc1
-16%,·,-9%,CCc1ccc(CN2CCc3nc(Nc4ccccc4)ncc3C2)cc1
5%,-11%,0%,O=C(c1ccccc1)N(Cc1cccs1)C1CCS(=O)(=O)C1 (stereo not drawn)
-28%,11%,-16%,Cc1c(C)c2ccc(OCC(=O)Nc3cccnc3)cc2oc1=O
-3%,-5%,-1%,C/C(=N\NC(=S)NC(C)C)c1ccc(-n2ccnc2)cc1
1%,-3%,-3%,COc1ccc(CC(=O)NNC(=S)Nc2ccccc2)cc1Br
16%,-4%,-4%,Cc1ccccc1CNC(=O)C1CCN(c2nnc(N3CCCC3=O)s2)CC1
-10%,4%,-2%,CCOC(=O)/C(C#N)=C\c1cc(C)n(-c2ccccc2)c1C
·,-3%,-2%&-12%[21.4 µM],CC1=C(\C=C/C(C)=C/C=C\C(C)=C\C(=O)O)C(C)(C)CCC1
-13%,-10%,-1%,Cc1ccc(C2C3=C(CCCC3=O)N=C3c4ccccc4C(=O)C32)cc1 (stereo not drawn)
-23%,12%,-6%,CCOC(=O)c1sc(NC(=O)CN2C(=O)NC3(CCCCCCC3)C2=O)c(C(=O)OCC)c1C
2%,-2%,-2%,C=CCN(C(=O)CNC(=O)c1ccco1)C(C(=O)NC1CCCCC1)c1ccc(OC)cc1 (stereo not drawn)
-1%,2%,-7%,CC(C)(C)CC(=O)Nc1ccc(C(N)=O)cc1
15%,·,0%,O=C(NCC(c1cccs1)S(=O)(=O)c1cccs1)c1c(F)cccc1F (stereo not drawn)

The list goes on; it opens with the 2 that closed the last part.
FEN1 inhibitor,N370S GC,GCN5L2 inh,Molecule
-1%,2%,-7%,CC(C)(C)CC(=O)Nc1ccc(C(N)=O)cc1
15%,·,0%,O=C(NCC(c1cccs1)S(=O)(=O)c1cccs1)c1c(F)cccc1F (stereo not drawn)
-11%,-3%,-6%,CCOC(=O)c1c(NC(=O)COc2cccc3c2CCN(C)C3=O)sc2c1CCC2
-3%,2%,-2%,O=C(COC(=O)c1cc[n+]([O-])cc1)Nc1ccccc1Sc1ccccc1
-5%,15%,-5%,CCOC(=O)CNC(=O)CN1C(=O)CC(c2ccccc2)S(=O)(=O)c2ccccc21 (stereo not drawn)
·,-16%,16µM*,O=C(NCCCO)Nc1ccc2nc(-c3ccco3)c(-c3ccco3)nc2c1
4%,·,-9%,Cc1ccc(Sc2ccc(S(=O)(=O)Nc3ccc(CC(=O)O)cc3)cc2)cc1C
-7%,-8%,-2%,CCOc1ccc2[nH]c(=O)c(CN(CCCN3CCOCC3)Cc3nnnn3Cc3ccc(OC)cc3)cc2c1
14%,-8%,-23%,COc1ccc(C2=NS(=O)(=O)N(C)C(C(=O)N3CCc4ccccc4C3)=C2)cc1OC
-7%,-6%&-1%,-8%&0%&-10%,Cc1cn([C@H]2C[C@H](N=[N+]=[N-])[C@@H](CO)O2)c(=O)[nH]c1=O
0%,-17%,-11%,O=C(CSc1nnc(CNC(=O)c2ccco2)o1)Nc1ccc(Br)cc1
-2%,0%,-4%,CC(C)c1ccc(N2C(=NC(=O)C3CCCO3)SC3CS(=O)(=O)CC32)cc1 (stereo not drawn)
0%,28%,2%,CC(C)Cn1ccc(=O)n(CC(C)C)c1=O
3%,-3%,-3%,CCCSc1nc(C)c(CC(=O)O)c(=O)[nH]1
10%,6%[2.35 µM],-3%,Cc1onc(-c2ccccc2)c1C(=O)N1CCN(S(=O)(=O)c2ccc3c(c2)OCCO3)CC1
-14%,2%,-2%,CCOC(=O)C1(Cc2ccccc2)CCN(Cc2cnn(CC)c2)CC1
-2%,1%,1%,CC(C(=O)Nc1ccc(Cl)cc1Cl)N1C(=O)NC2(CCCC2)C1=O (stereo not drawn)
6%,-4%,-5%,CCNc1nc(Oc2ccc(=O)[nH]n2)nc(SC)n1
5%,22%,-13%,COc1ccccc1/C=N/NC1=NCCCCC1
-17%,-14%,-4%,CN(C)c1ccc(/C=N/NC(=O)c2ccc3c(c2)OCO3)cc1
-2%,2%,-10%,Cn1cc(SCC(=O)NCC2CCCO2)c2ccccc21 (stereo not drawn)
-7%,6%,-1%,Clc1ccc(-n2nnnc2-c2ccccc2)cc1
-3%,-8%,1%,COc1ccccc1NC(=S)NCCc1ccc(OC)c(OC)c1
5%,-9%,-9%,Cc1cccc(NC(=O)C2CCN(S(=O)(=O)c3cccs3)CC2)c1
-12%,-4%,-1%,O=C(NC1CCCCC1)C1CCN(C(=O)c2ccccc2Cl)CC1
-15%,?,-6%,CCN1CCN(c2ccc(S(=O)(=O)N3CCCCC3)cc2NC(=O)c2cccc(C(F)(F)F)c2)CC1
-4%,6%,0%,CN(C)S(=O)(=O)N1CCN(C(=O)N2CCOCC2)CC1
-10%,-5%,-5%,CCn1cc(CNC(=O)c2ccc3nc(Cc4ccccc4F)oc3c2)cn1
16%,5%,-14%,CCC1(c2ccccc2)NC(=O)N(CC(=O)Nc2cc(S(=O)(=O)N3CCCCC3)ccc2OC(C)C)C1=O (stereo not drawn)
0%,0%,-19%,NNC(=O)c1ccc(CSc2n[nH]c(=O)[nH]c2=O)cc1
-1%,·,-1%,C[C@H](CO)N1C[C@H](C)[C@@H](CN(C)Cc2ccc(C(=O)O)cc2)Oc2c(NS(=O)(=O)c3ccccc3)cccc2C1=O
-16%,-3%,-6%,COc1cc(C2CC(c3cccs3)=NN2C(=O)CCl)ccc1OC(F)F (stereo not drawn)

GCN5L2 inh: what is marked active above.
FEN1 inhibitor,N370S GC,GCN5L2 inh,Molecule
·,-16%,16µM*,O=C(NCCCO)Nc1ccc2nc(-c3ccco3)c(-c3ccco3)nc2c1

(further entries)
FEN1 inhibitor,N370S GC,GCN5L2 inh,Molecule
-5%,-12%,-14%,Cn1c(Nc2cccc(Cl)c2)nc2ccccc21
13µM*!,-8%&24%,?,O=C(O)c1cc(-c2ccco2)nc2ccc(Br)cc12
4%,3%,-4%,c1ccc(Cc2noc(CN3CCN(CCOc4ccccc4)CC3)n2)cc1
0%,5%,31%[activator],COc1ccc(/C(N)=N/OC(=O)c2ccc([N+](=O)[O-])c(C)c2)cc1OC
-6%,·,-11%,Cc1nc(N2C(=O)c3oc4ccccc4c(=O)c3C2c2cccc(OCCC(C)C)c2)sc1C (stereo not drawn)
2%,4%,-5%,COc1cc2[nH]cc(C(=O)NCc3ccccc3)c(=O)c2cc1OC
-6%,-5%,-10%,COc1ccc(OC)c(C(=O)c2oc3ccccc3c2NC(C)=O)c1
-17%,·,-1%,CC(C)NC(=O)c1ccc(-n2c(-c3ccccc3)cc3c2CCCCC3)cc1
8%,·,-8%,CCN(CC)C(=O)[C@H]1C[C@H](CC(=O)NC(C)(C)C)C(=O)N2CCc3c([nH]c4cc(-c5ccco5)ccc34)[C@]12C
1%,0%,-2%,O=C(O)c1ccc(Cl)c(NCc2cccnc2)c1
-9%,-6%,-12%,O=C(N/N=C/c1cc2c3c(c1O)CCCN3CCC2)c1ccccc1O
-2%,1%,1%,CCCNC(=S)N(Cc1cc2cc(C)ccc2n2nnnc12)CC(C)(C)CN(C)C
3%,-9%,-15%,Fc1ccc(CN2CCN(c3ncnc4scc(-c5ccccc5)c34)CC2)cc1
6%,-3%,-1%,O=C(COC(=O)c1c(F)cccc1F)NCCNC(=O)COC(=O)c1c(F)cccc1F
20%,·,0%,Cc1cc(C)c2oc(-c3cccc(NC(=O)COc4ccccc4Cl)c3C)nc2c1
-5%,1%,-4%,C=CCn1c(CCNC(=O)C(C)(C)C)nc2ccccc21
-2%,-12%,0%,Nc1c(Cl)cc(-c2csc(NCCc3nc4cc(Cl)c(Cl)cc4n3CCCO)n2)cc1Cl
8%,17%,-10%,Cc1nc(NC(=O)c2ccc(OCC(C)C)cc2)sc1Cc1ccc2c(c1)OCO2
25µM*,-7%,?,CCc1cc(=O)oc2cc(C)c(CN3CCCC3)c(O)c12

Grouped by structure, the compounds so far containing a halogen.
FEN1 inhibitor,N370S GC,GCN5L2 inh,Molecule
-5%,1%,-3%,Cc1ccc(C(=O)O/N=C(\N)Cc2ccc([N+](=O)[O-])cc2)c(Cl)c1
-1%,2%,-3%,O=C(c1ccc(S(=O)(=O)Cc2ccccc2F)c([N+](=O)[O-])c1)N1CCCCCC1
-24%,5%,-12%,CC(C)COC(=O)N(C)c1ccc(C(O)(C(F)(F)F)C(F)(F)F)cc1
1%,-3%,-3%,COc1ccc(CC(=O)NNC(=S)Nc2ccccc2)cc1Br
15%,·,0%,O=C(NCC(c1cccs1)S(=O)(=O)c1cccs1)c1c(F)cccc1F (stereo not drawn)
0%,-17%,-11%,O=C(CSc1nnc(CNC(=O)c2ccco2)o1)Nc1ccc(Br)cc1
-2%,1%,1%,CC(C(=O)Nc1ccc(Cl)cc1Cl)N1C(=O)NC2(CCCC2)C1=O (stereo not drawn)
-7%,6%,-1%,Clc1ccc(-n2nnnc2-c2ccccc2)cc1
-12%,-4%,-1%,O=C(NC1CCCCC1)C1CCN(C(=O)c2ccccc2Cl)CC1
-15%,?,-6%,CCN1CCN(c2ccc(S(=O)(=O)N3CCCCC3)cc2NC(=O)c2cccc(C(F)(F)F)c2)CC1
-10%,-5%,-5%,CCn1cc(CNC(=O)c2ccc3nc(Cc4ccccc4F)oc3c2)cn1
-16%,-3%,-6%,COc1cc(C2CC(c3cccs3)=NN2C(=O)CCl)ccc1OC(F)F (stereo not drawn)
-5%,-12%,-14%,Cn1c(Nc2cccc(Cl)c2)nc2ccccc21
13µM*!,-8%&24%,?,O=C(O)c1cc(-c2ccco2)nc2ccc(Br)cc12
1%,0%,-2%,O=C(O)c1ccc(Cl)c(NCc2cccnc2)c1
3%,-9%,-15%,Fc1ccc(CN2CCN(c3ncnc4scc(-c5ccccc5)c34)CC2)cc1
6%,-3%,-1%,O=C(COC(=O)c1c(F)cccc1F)NCCNC(=O)COC(=O)c1c(F)cccc1F
20%,·,0%,Cc1cc(C)c2oc(-c3cccc(NC(=O)COc4ccccc4Cl)c3C)nc2c1
-2%,-12%,0%,Nc1c(Cl)cc(-c2csc(NCCc3nc4cc(Cl)c(Cl)cc4n3CCCO)n2)cc1Cl

Bioassay records as filed in PubChem.
